Tcruzi prolif: T. cruzi proliferation inhibition. T. cruzi beta-gal in NIH3T3, GalScreen luminescence, 90 h. inhibition, % at 8.34 µM. hit rate 5.9% among 77,000;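 active = mean inhibition above about 93%, with at least 55% of replicates each passing it, limit read from the data, passing the limit was not always enough; inconclusive = only one of those two conditions holds; inactive = neither condition holds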
GASC1 inh: KDM4C (human) demethylase inhibition; Q9H3R0; GST-KDM4C 2-372, H3K9me3 peptide, LANCE TR-FRET; inhibition, % at 12.5 µM; hit rate 0.15% among 96,000;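 active = mean replicate inhibition above about 25%, with at least 55% of replicates also reaching it, limit read from the data, passing the limit was not always enough; inconclusive = only one of those two conditions met; inactive = neither condition met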
Target sequence (Q9H3R0 2-372 limits assumed): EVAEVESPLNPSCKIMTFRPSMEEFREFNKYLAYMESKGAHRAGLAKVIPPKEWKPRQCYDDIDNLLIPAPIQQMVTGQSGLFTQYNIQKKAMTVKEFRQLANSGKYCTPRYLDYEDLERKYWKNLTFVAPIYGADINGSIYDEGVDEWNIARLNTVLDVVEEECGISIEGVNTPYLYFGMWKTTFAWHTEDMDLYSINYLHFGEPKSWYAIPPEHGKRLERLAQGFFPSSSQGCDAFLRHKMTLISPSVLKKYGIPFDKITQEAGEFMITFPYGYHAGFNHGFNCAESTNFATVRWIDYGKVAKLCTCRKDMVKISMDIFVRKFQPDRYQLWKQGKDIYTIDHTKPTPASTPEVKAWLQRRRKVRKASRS
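Material: N-terminal GST-fused human GASC-1 (KDM4C) fragment, residues 2-372. Input: 10 nM enzyme. Incubation: enzyme reaction 30 min, then detection 60 min, both room temperature. Doses: one test concentration per compound. Read-out basis: inhibition from TR-FRET ratio decrease. Detection: LANCE TR-FRET, excitation 340 nm, emissions 618 and 671 nm.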
C diff growth: blocks growth of Clostridium difficile; Clostridium difficile clinical isolate growth, OD600, 24 h; active compounds read low; growth activity, negative = inhibition, % at 16 µg/mL (by protocol); hit rate 0.25% among 86,000;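 active = mean growth activity at or below -80% and every replicate also at or below -80%; inconclusive = mean at or below -80% but some replicate above -80%; inactive = mean growth activity above -80%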;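 also: 0% = DMSO wells and -100% = levofloxacin 16 µg/mL wells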
Pf Dd2 growth: P. falciparum Dd2 growth inhibition; SYBR Green, 72 h; active compounds read low; AID 1159554; hit rate 2.3% among 94,000; activity change, % at 10 µM; in the data active = activity change below about -80%; inconclusive = no clear call, values can overlap the other calls
* = called active by the depositor; ? = inconclusive; nt = not tested or not shown; & = joins results of further samples.

SMILES	Tcruzi prolif	GASC1 inh	C diff growth	Pf Dd2 growth
CCC(=O)N(C)C[C@@H]1Oc2cc(-c3cccc(F)c3)ccc2S(=O)(=O)N([C@H](C)CO)C[C@@H]1C	71.5	-0.1	4.2	-17.9
CC(C)NC(=O)NCC[C@H]1CC[C@@H](NC(=O)CCN2CCCCC2)[C@@H](CO)O1	-8.0	-0.2	0.4	6.1
CCCNC(=O)N1CC2(C1)[C@H](c1ccccc1)[C@@H](CO)N2C(=O)C1CCCC1	nt	-1.1	-1.4	16.9
N#Cc1ccc(-c2ccc3c(c2)[C@H]2[C@H](CCN2C(=O)C2CCC2)[C@@H](CO)N3)cc1	nt	-2.2	-3.3	-54.5
CN1C(=O)c2cc(NC(=O)c3cnccn3)ccc2OC[C@H]2O[C@@H](CC(=O)Nc3cc(F)ccc3F)CC[C@@H]21	nt	-2.5	5.5	-10.5
COc1ccc2c3c(n(C)c2c1)[C@H](CO)N(C(C)=O)CC31CN(Cc2ccc(Cl)cc2)C1	nt	nt	7.6	-12.3
CCCNC(=O)[C@H]1[C@H](CO)[C@H]2Cn3c(ccc(-c4ccccc4)c3=O)[C@H]2N1C(=O)c1ccccc1F	15.6	-1.6	-5.5	-6.3
CNC(=O)C[C@H]1CC[C@H]2[C@H](COc3ccc(NC(=O)Nc4ccc(F)cc4)cc3C(=O)N2C)O1	-21.3	0.8	-3.3	-2.8
COc1ccc(S(=O)(=O)N(C)C[C@H]2OCCCC[C@@H](C)Oc3ccc(NS(=O)(=O)c4ccc(Cl)cc4)cc3C(=O)N([C@H](C)CO)C[C@H]2C)cc1	nt	0.0	-1.7	-90.1*
C[C@H]1CN([C@@H](C)CO)C(=O)Cc2cc(NC(=O)CCCCCC(=O)Nc3ccccc3N)ccc2O[C@@H]1CN(C)C	nt	0.7	-0.2&-0.3	-30.1
COCC#Cc1ccc([C@H]2[C@@H](CO)N3CCCCN(C(=O)COC)C[C@@H]23)cc1	78.4	0.1	-5.7	73.2
C[C@H]1CN([C@@H](C)CO)C(=O)Cc2cc(NS(=O)(=O)c3cn(C)cn3)ccc2O[C@H]1CN(C)C(=O)Nc1cccc2ccccc12	77.7	-0.7	-4.8	15.3
CCC(=O)N(C)C[C@@H]1Oc2cc(-c3ccc(C)cc3)ccc2S(=O)(=O)N([C@H](C)CO)C[C@H]1C	59.0	-1.1	-15.5	-10.0
COc1ccc(NC(=O)N(C)C[C@@H]2Oc3ccc(NC(=O)CCCCCC(=O)Nc4ccccc4N)cc3CC(=O)N([C@H](C)CO)C[C@@H]2C)cc1	30.4	0.9	6.8	6.4
O=C(C[C@@H]1CC[C@H](NC(=O)C2CCC2)[C@@H](CO)O1)NCc1ccncc1	nt	2.8	0.6	-2.2
COc1ccc(NC(=O)N(C)C[C@H]2OCCCC[C@@H](C)Oc3ccc(NS(=O)(=O)c4cn(C)cn4)cc3C(=O)N([C@@H](C)CO)C[C@@H]2C)cc1	-46.4	-0.1	1.5	15.4
C[C@@H]1CN([C@H](C)CO)C(=O)c2cc(NC(=O)C3CC3)ccc2O[C@H]1CN(C)Cc1ccc(Cl)c(Cl)c1	52.6	-0.1	-0.5	11.7
COc1ccc(S(=O)(=O)N(C)C[C@@H]2Oc3ccc(NC(=O)NC(C)C)cc3C(=O)N([C@@H](C)CO)C[C@@H]2C)cc1	3.5	-0.1	-1.4	10.4
COc1ccc(NC(=O)N[C@H]2CC[C@@H](CCNC(=O)CN3CCOCC3)O[C@H]2CO)cc1	-36.4	-0.4	3.5	13.2
COc1ccccc1CNC(=O)C[C@H]1CC[C@H]2[C@H](COc3ccc(NC(C)=O)cc3C(=O)N2C)O1	-51.7	-1.3	-5.5	-5.7
C[C@H](CO)N1C[C@H](C)[C@H](CN(C)S(=O)(=O)c2ccccc2)Oc2c(NC(=O)c3ccncc3)cccc2C1=O	46.0	1.7	1.3	9.2
CCCC#Cc1cnc2c(c1)C(=O)N([C@H](C)CO)C[C@H](C)[C@H](CN(C)Cc1cccnc1)O2	-2.2	-1.2	3.3	-9.9
C[C@H](CO)N1C[C@H](C)[C@H](CN(C)S(C)(=O)=O)Oc2ncc(C#Cc3ccc(C(F)(F)F)cc3)cc2C1=O	34.3	-0.6	0.1	-12.4
CC(C)C#Cc1cnc2c(c1)C(=O)N([C@H](C)CO)C[C@H](C)[C@@H](CN(C)C(=O)c1cccnc1)O2	-7.3	1.3	2.4	12.9
C[C@H]1CN([C@@H](C)CO)C(=O)c2cccc(NS(=O)(=O)c3ccccc3)c2O[C@H]1CN(C)Cc1ccc(C(F)(F)F)cc1	62.1	-2.2	1.9	-5.4
CCN(C[C@@H]1[C@@H](c2ccccc2)[C@H](CO)N1C(C)=O)C(=O)c1cccc(F)c1	80.5	-1.3	-3.5	1.9
O=C(NC[C@@H]1N[C@@H](CO)[C@H]1c1ccc(-c2cccnc2)cc1)c1cccc(F)c1	92.7	-1.0	-6.1	1.7
C[C@H]1CN([C@@H](C)CO)C(=O)c2ccccc2-c2ccccc2CO[C@H]1CN(C)C(=O)CCN(C)C	3.4	1.7	-4.4	24.1
COc1ccc(CNC(=O)C[C@@H]2C[C@H]3c4cc(N(C)C)ccc4O[C@H]3[C@@H](CO)O2)cc1	-17.8	2.4	3.0	6.3
O=C(Nc1ccc(F)cc1)N1CCCCN2[C@@H](CO)[C@@H](c3ccc(-c4ccncc4)cc3)[C@@H]2C1	71.9	-2.4	15.4	-16.9
C[C@@H]1CN([C@H](C)CO)C(=O)CCCn2cc(nn2)CO[C@@H]1CN(C)Cc1ccc2cccnc2c1	57.6	0.1	-4.4	8.6
COCC(=O)N[C@@H]1CC[C@H](CC(=O)N2CCCCC2)O[C@H]1CO	-56.3	1.5	nt	-3.7
C[C@@H]1CN([C@@H](C)CO)C(=O)Cc2cc(NC(=O)Cn3cnnn3)ccc2O[C@H]1CN(C)Cc1ccc(-c2ccccc2)cc1	48.3	-0.8	-5.0	-9.0
C[C@@H]1CN([C@H](C)CO)C(=O)c2cc(-c3ccncc3)cnc2O[C@@H]1CN(C)C(=O)c1ccncc1	-14.4	1.1	4.1	24.5
Cc1cccc(S(=O)(=O)N2CC[C@H]3[C@H](CO)Nc4ccc(C#Cc5cccnc5)cc4[C@H]32)c1	nt	0.8	-2.5	-55.0
O=C(O)C[C@@H]1C[C@@H]2c3cc(NC(=O)NC4CCCC4)ccc3O[C@@H]2[C@@H](CO)O1	-20.8	1.1	nt	-4.4
C[C@@H]1CN([C@H](C)CO)C(=O)c2cc(NC(=O)C3CCCCC3)ccc2O[C@H]1CN(C)Cc1ccc(-c2ccccc2)cc1	?	0.1	nt	-10.3
CCCNC(=O)N1C[C@@H](O)COC[C@H]2O[C@@H](CC(=O)NCCCN3CCOCC3)CC[C@@H]21	41.3	1.7	1.2&-3.3	38.4
Cc1ccc(S(=O)(=O)Nc2ccc3c(c2)C(=O)N([C@@H](C)CO)C[C@@H](C)[C@@H](CN(C)C(=O)c2ccccc2)OCCCC[C@H](C)O3)cc1	18.3	0.5	0.3	-44.4
C[C@H](CO)N1C[C@H](C)[C@H](CN(C)Cc2ccccc2)Oc2ncc(C#Cc3ccccc3)cc2C1=O	88.9	-0.1	16.7	-42.1
O=C(C[C@@H]1CC[C@H]2[C@@H](COC[C@H](O)CN2Cc2nccs2)O1)NCc1ccccc1F	-3.8	2.9	-1.8	0.9
O=S(=O)(N[C@@H]1CC[C@@H](CCn2cc(-c3cccnc3)nn2)O[C@H]1CO)c1ccc(F)cc1	-14.5	-0.5	1.0	3.2
Cc1noc(C)c1NC(=O)N(C)C[C@H]1Oc2c(NC(=O)C3CCCCC3)cccc2C(=O)N([C@H](C)CO)C[C@H]1C	-26.6	-3.0	-3.7	27.1
Cc1noc(C)c1NC(=O)Nc1ccc2c(c1)CC(=O)N([C@H](C)CO)C[C@@H](C)[C@@H](CN(C)S(=O)(=O)c1ccccc1)O2	49.7	12.7	-2.9	10.4
CC=Cc1ccc2n(c1=O)C[C@@H]1[C@@H](CO)[C@H](C(=O)NC3CCC3)N(Cc3ccncc3)[C@H]21 (mixture of isomers)	nt	3.6	-4.7	43.9
O=C(NCc1ccncn1)[C@H]1[C@H](CO)[C@H]2Cn3c(ccc(-c4ccncc4)c3=O)[C@H]2N1CC1CC1	46.8	3.0	-0.8	2.5
CCC(=O)N(C)C[C@H]1Oc2cc(C3=CCCC3)ccc2S(=O)(=O)N([C@H](C)CO)C[C@H]1C	48.7	-2.4	-5.4	-73.5
C[C@@H]1CN([C@H](C)CO)S(=O)(=O)c2ccc(Br)cc2O[C@H]1CN(C)C(=O)Nc1ccccc1	19.0	0.3	-7.2	-33.0
COc1cccc(-c2ccc3c(c2)[C@@H]2[C@@H](CCN2C(=O)C2CCC2)[C@H](CO)N3)c1	-6.4	3.5	-9.3	-31.9
COCC(=O)Nc1ccc2c(c1)[C@@H]1C[C@H](CC(=O)N(C)C)O[C@H](CO)[C@@H]1O2	-9.7	0.8	1.6	15.6
NCC[C@@H]1CC[C@H](NC(=O)c2ccccc2F)[C@@H](CO)O1	10.6	0.0	0.5	9.1
C[C@@H]1CN([C@H](C)CO)C(=O)CCCn2cc(nn2)CO[C@@H]1CN(C)C(=O)Nc1ccc2c(c1)OCO2	47.7	1.9	-6.0	3.3
O=C(NCc1ccc(F)cc1)[C@@H]1[C@@H](CO)[C@@H]2Cn3c(cccc3=O)[C@H]1N2C(=O)C1CC1	nt	-1.1	-6.2	12.3
CC(=O)N1CC2(C1)[C@@H](c1ccc(-c3cccc(F)c3)cc1)[C@@H](CO)N2CC1CCOCC1	nt	0.1	-9.9	-21.7
O=C(C[C@H]1CC[C@H]2[C@@H](COC[C@@H](O)CN2Cc2cccc(F)c2)O1)NCc1cccc(F)c1	-15.1	1.1	nt	-10.2
C[C@@H]1CN([C@@H](C)CO)C(=O)c2cc(NS(=O)(=O)c3ccc(F)cc3)ccc2O[C@@H](C)CCCCO[C@H]1CN(C)S(=O)(=O)c1cn(C)cn1	35.8	0.8	-1.2	25.8
CCCC#Cc1ccc([C@@H]2[C@@H](CO)N3CCCCN(Cc4ccncc4)C[C@H]23)cc1	108.7*	3.6	-2.4	-35.6
C[C@H](CO)N1C[C@H](C)[C@@H](CN(C)C)OCCCC[C@H](C)Oc2ccc(NS(=O)(=O)c3ccc(F)cc3)cc2C1=O	31.2	0.5	1.8	-22.3
COC(=O)[C@@H]1[C@@H](CO)[C@@H]2Cn3c(ccc(-c4cccc(C(=O)N(C)C)c4)c3=O)[C@@H]2N1C	-10.0	2.8	0.1	-5.0
COc1ccc(C#Cc2ccc([C@H]3[C@H]4CN(C(=O)c5ccncc5)CCCCN4[C@H]3CO)cc2)cc1	104.8*	-0.2	-9.6	3.4

Brought forward from above: 3 compounds, then new ones.
SMILES	Tcruzi prolif	GASC1 inh	C diff growth	Pf Dd2 growth
C[C@H](CO)N1C[C@H](C)[C@@H](CN(C)C)OCCCC[C@H](C)Oc2ccc(NS(=O)(=O)c3ccc(F)cc3)cc2C1=O	31.2	0.5	1.8	-22.3
COC(=O)[C@@H]1[C@@H](CO)[C@@H]2Cn3c(ccc(-c4cccc(C(=O)N(C)C)c4)c3=O)[C@@H]2N1C	-10.0	2.8	0.1	-5.0
COc1ccc(C#Cc2ccc([C@H]3[C@H]4CN(C(=O)c5ccncc5)CCCCN4[C@H]3CO)cc2)cc1	104.8*	-0.2	-9.6	3.4
N#C[C@@H]1[C@@H](c2ccc(C#Cc3cccc(F)c3)cc2)[C@@H](CO)N1C(=O)C1CC1	88.9	0.1	11.3	-7.7
CC(C)NC(=O)N1[C@H](CO)[C@H](c2ccccc2)C12CN(C(=O)c1ccccn1)C2	nt	-2.0	-4.3	15.9
Cc1ccccc1-c1ccccc1[C@@H]1[C@H](C#N)N(C(=O)c2ccccc2)[C@H]1CO	nt	-0.8	-4.6	-41.4
C[C@@H](O)C#Cc1ccc([C@H]2[C@H]3CN(C(=O)c4cccc(F)c4)CCCCN3[C@H]2CO)cc1	79.2	-0.4	-2.4	34.3
C[C@@H]1CN([C@@H](C)CO)C(=O)Cc2cc(NC(=O)Nc3ccc4c(c3)OCO4)ccc2O[C@@H]1CN(C)Cc1ccc(Oc2ccccc2)cc1	3.8	-0.8	6.1	-4.9
Cc1noc(C)c1NC(=O)Nc1ccc2c(c1)C(=O)N([C@H](C)CO)C[C@H](C)[C@H](CN(C)S(=O)(=O)c1ccc(Cl)cc1)OCCCC[C@H](C)O2	?	0.3	-24.2	-66.9
O=C(NC[C@@H]1CC[C@@H]2[C@@H](CN2C(=O)C2CCOCC2)O1)Nc1ccccc1Cl	nt	nt	-0.4	1.3
C[C@@H](NC(=O)C[C@H]1CC[C@@H]2[C@H](COC[C@@H](O)CN2C)O1)c1ccccc1	-18.9	0.7	-4.0&-4.4	22.9
O=S(=O)(N[C@@H]1CC[C@@H](CCn2cc(-c3ccccn3)nn2)O[C@H]1CO)c1cccc(Cl)c1	28.8	0.9	nt	-12.5

Assay outcomes as filed in PubChem BioAssay.

Random draw from the library, and some 6.8% of all compounds hit somewhere here.
